UTI89 phage lysis: inhibition of K1F phage lysis, E. coli UTI89, bacterial capsule biogenesis inhibitors, alamar blue (AID 488966). E. coli UTI89 K1F phage lysis, alamar blue, 2 h; higher % means a stronger effect. inhibition, % at 100 µM; hits with a dose series show IC50 in µM. hit rate 0.02% among 340,000;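 active = phage lysis inhibition, versus mean bacterial control, above a set limit; inconclusive = no clear call, values can overlap the other calls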;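 also: capsule biogenesis inhibitors block K1F phage lysis so surviving cells raise fluorescence; higher fluorescence means more inhibition of phage lysis; actives were called in the ten point dose series up to 300 µM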
CSM14.1 death rescue: protection against thapsigargin-triggered cell killing – 384-well, CSM14.1, ATP luminescence, primary screen (AID 1222); CSM14.1 thapsigargin-induced death rescue, ATP luminescence; higher % means a stronger effect; one-dose cellular ATP content (survival), % at 20 µM; EC50 in µM for titrated hits; 190,000 tested, under 10 active;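 active = EC50 below 50 µM in the dose-response confirmation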;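 also: death triggered by thapsigargin at about 15 µM added after 2 h compound pretreatment; cell ATP read after overnight thapsigargin exposure of roughly 18 to 22 hours; normalized against plate controls of thapsigargin alone and 5% DMSO vehicle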
Dengue-2 NS5 capping: flavivirus cap methylation enzyme inhibition – biochemical, confirmation dose response, primary screen (AID 588689); Dengue-2 NS5 methyltransferase capping enzyme assay, biochemical; higher % means a stronger effect; one-dose inhibition, % at 25 µM; IC50 in µM for titrated hits; hit rate 0.3% among 340,000; in the data active = a potency from the dose series; inconclusive = inhibition above about 29% without an active follow-up result
RSV antiviral HEp-2: inhibition of RSV-induced cytopathic effect – HEp-2 cells, primary 10 µM value included (AID 2391); HEp-2 cells, RSV-induced CPE inhibition; higher % means a stronger effect; one-dose CPE inhibition, % at 10 µM; IC50 in µM for titrated hits; hit rate 0.13% among 310,000; in the data active = a potency from the dose series; inconclusive = CPE inhibition mostly from about 23% at the one dose, without a potency; inactive = the rest, 99 in 100 with CPE inhibition below about 21%; also: strong numbers were not always called active
West Nile virus CPE: inhibition of WNV-induced cytopathic effect – cell-based, CPE readout (AID 1621); West Nile virus-infected cells, CPE inhibition; higher % means a stronger effect; CPE inhibition, % at 10 µM; hits with a dose series show IC50 in µM; hit rate 0.02% among 290,000; in the data active = a potency from the dose series; inconclusive = CPE inhibition mostly from about 3.7% at the one dose, without a potency; inactive = the rest, 99 in 100 with CPE inhibition below about 2.2%; also: strong numbers were not always called active
WT yeast gro inh: growth inhibition of WT yeast, mitochondrial fusion screen; inhibition, % at 10 µM; hit rate 2.1% among 190,000; mitochondrial fusion phenotypic screen, WT strain; in the data active = inhibition above about 58%; tested in S. cerevisiae
XIAP displacement: XIAP antagonists, biochemical, IAP family, fluorescence polarization (AID 1018); XIAP BIR domain, fluorescence polarization peptide displacement; higher % means a stronger effect; one-dose displacement, % at 20 µM; IC50 in µM for titrated hits; hit rate 0.007% among 200,000; in the data active = displacement above about 50%; also: a part of the inactive calls stands beside numbers as strong as those of hits
SV40 large T antigen: SV40 large T antigen inhibitors, biochemical (AID 1903). SV40 large T antigen ATPase/helicase inhibition assay; higher % means a stronger effect. one-dose inhibition, % at 20 µM; IC50 in µM for titrated hits. hit rate 0.39% among 310,000; in the data active = a potency from the dose series; inconclusive = inhibition mostly from about 32% at the one dose, without a potency; inactive = the rest, 99 in 100 with inhibition below about 32%; also: strong numbers were not always called active
Yfh1-depleted yeast: enhancers of respiration in Yfh1-depleted yeast, dose response, Friedreich's ataxia, plus single-dose screen (AID 1465). S. cerevisiae Yfh1-off respiration, WST-1 reduction, 72 h; higher fold induction means a stronger effect. fold induction at 50 µM, or EC50 in µM where a hit was titrated. hit rate 0.074% among 220,000;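 active = fold induction of absorbance versus untreated yeast above a set limit, then at least 30% activation at any dose in follow-up; inconclusive = repeats straddling the limit, or above it without dose testing; inactive = fold induction below the set limit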;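 also: activators that raise dye reduction in frataxin-depleted yeast; strong numbers were not always called active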
WT yeast gro inh mutant strain: second read-out of WT yeast gro inh, no call of its own (marks repeat the call); inhibition, %; mitochondrial fusion phenotypic screen, mutant strain inhibition
* hit, by the source's call; i = inactive; ? = inconclusive; . = not tested or not shown; [ ] = another dose, or the depositor's remark.

SMILES	UTI89 phage lysis	CSM14.1 death rescue	Dengue-2 NS5 capping	RSV antiviral HEp-2	West Nile virus CPE	WT yeast gro inh	WT yeast gro inh mutant strain	XIAP displacement	SV40 large T antigen	Yfh1-depleted yeast
COc1ccc(C(O)P(=O)(OCCC(C)C)c2ccc(N(C)C)cc2)cc1 (stereo unspecified)	0.4%[50 µM]	.	-5%	2.5%	-1.1%	.	.	.	-1%	.
CCCCOC(=O)c1sc2nc(N3CCOCC3)c3c(c2c1N)CC(C)(C)OC3	0.3%[50 µM]	.	-8%	1.4%	0.5%	.	.	.	8%	i
COc1ccc(OCC(O)CNC(=O)c2ccccc2)cc1 (stereo unspecified)	0.7%	.	-15%	1.8%	0.0%	.	.	.	5%	i
CCCC12CN3CC(C)(CN(C1)C3c1ccc(OC(C)C)cc1)C2=O (stereo unspecified)	0.5%	-1.5%	-2%	-0.2%	11%	12	1	-1.6%	12%	i
CCc1noc(C)c1C(=O)N1CC(C)OC(C)C1 (stereo unspecified)	0.5%	0.0%	-4%	0.5%	0.0%	3	3	-6.3%	10%	i
O=C(c1cc(COc2cccc(C(F)(F)F)c2)on1)N1CCC(c2ccccc2)CC1	0.8%[50 µM]	.	-4%	19%	-0.9%	.	.	.	9%	.
COC(=O)CCCC(=O)NC1CCCN(C2Cc3ccccc3C2)C1 (stereo unspecified)	0.2%	.	-3%	0.7%	-0.2%	.	.	.	6%	.
CN1C2C(Br)CCCCN2c2ccc(F)cc2S1(=O)=O (stereo unspecified)	-0.1%	.	8%	1.4%	0.5%	.	.	.	1%	.
COc1ccc(CN2C(=O)CCC2(C)C(=O)NC2CCCCC2)c(OC)c1 (stereo unspecified)	-2.7%	0.2%	-2%	-0.5%	-0.5%	12	35	-4.7%	5%	i
COC(=O)c1c(NC(=S)NNC(=O)c2ccc(Cl)s2)sc(C(=O)N(C)C)c1C	-0.2%	.	-7%	1.9%	1.1%	.	.	.	16%	.
COc1ccc2c([N+](=O)[O-])c(N3CCCC3)[nH]c2c1	-1.5%	.	-4%	2.0%	0.1%	.	.	.	1%	.
NC(=O)C1CCN(C(=O)CSc2ncccn2)CC1	-0.5%	0.8%	-11%	0.5%	0.2%	0	3	-6.7%	17%	i
N#CC1=C(SCC(=O)Nc2ccc(C(=O)O)cc2)NC(=O)CC1c1ccco1 (stereo unspecified)	0.3%	.	8%	1.5%	0.0%	.	.	.	16%	i
O=C(CNC(=O)c1ccc(Cl)cc1Cl)OCc1nnc(-c2ccccc2)o1	0.7%[50 µM]	.	-1%	-1.2%	.	.	.	.	15%	.
Cc1ccc(C(=O)Cn2ncsc2=N)cc1	3.6%	-1.1%	6%	.	0.5%	-14	-3	-0.7%	24%	i
CCOc1cc(/C=N/NC(N)=O)cc(Br)c1OCc1ccccc1	0.7%[50 µM]	.	-1%	61%	.	.	.	.	20%	.
C/C(=N\NS(=O)(=O)c1ccc([N+](=O)[O-])cc1)c1ccc2c(c1)OCO2	0.2%	.	-6%	1.9%	-0.3%	.	.	.	12%	.
COc1cc(C2C3C(C)N(C)C(=O)N(C)C3N(C)C(=O)N2C)ccc1O (stereo unspecified)	0.6%	0.8%	0%	0.7%	0.3%	1	8	-1.6%	4%	i
O=C(Nc1nnc(S(=O)(=O)N2CCN(c3ccc(F)cc3)CC2)s1)c1ccccc1	0.3%	.	12%	7.4%	-0.5%	.	.	.	6%	.
CN(C)S(=O)(=O)c1ccc(N2CCCC2)c(C(=O)Nc2ccc(F)cc2F)c1	1.4%[50 µM]	.	4%	-0.3%	.	.	.	.	8%	.
COc1ccc(-n2c(C)cc3cc(OC(C)=O)ccc32)cc1	0.2%	.	-2%	1.6%	-0.2%	.	.	.	6%	.
Cc1cc(-c2ccccc2)nc(N/N=C/c2ccc([N+](=O)[O-])cc2)n1	0.2%	-0.5%	2%	?	-0.2%	9	7	-3.8%	5%	i
Cc1nn(-c2ccccc2)c(C)c1/C=N/NC(=O)c1ccccc1O	0.2%[50 µM]	.	2%	1.5%	0.3%	.	.	.	2%	.
CC(C)(C)OC(=O)N1CCC[C@H]1C(=O)NCc1ccc(Cl)cc1Cl	i	.	-6%	-0.4%	0.1%	-10	13	-8.3%	9%	i
COC(=O)[C@@H]1C[C@@H](c2ccccc2)[C@H](C)C1(C)C	-0.1%	.	-1%	-1.0%	.	.	.	.	16%	.
CN1CCN(c2ccc(NC(=O)COc3ccc4ccccc4c3)cc2)CC1	-0.3%	.	0%	0.0%	?	.	.	.	-4%	.
Nc1nc(NCCCN2CCOCC2)nc(NCc2ccccc2)c1[N+](=O)[O-]	1.5%	.	-5%	-0.6%	1.0%	.	.	.	5%	i
CCOC(=O)c1c(NC(=O)C[n+]2ccc(N(C)C)cc2)sc(C)c1C	0.3%	-2.0%	-2%	1.0%	0.4%	18	-6	-2.7%	15%	i
CCOC(=O)c1c(C)n(C)c2ccc(OCC(N)=O)cc12	-3.7%	.	-4%	0.8%	0.2%	5	11	-0.2%	6%	i
Cc1ccc(NS(=O)(=O)c2cccs2)cc1S(=O)(=O)N1CCCCCC1	-0.9%	-1.3%	.	0.8%	-1.1%	9	-9	-3.9%	4%	i
Clc1ccc(OCc2nn3c(-c4ccco4)nnc3s2)c(Cl)c1	0.2%	-1.9%	-5%	9.3%	-1.2%	-11	-28	-4.6%	16%	i
COc1ccc(N(CC(=O)Nc2c(C)n(C)n(-c3ccccc3)c2=O)S(=O)(=O)c2ccc(C)cc2)cc1OC	0.1%	.	-6%	0.3%	-0.2%	.	.	.	7%	.
O=C(c1ccccc1Oc1ccccc1)N1CCN(c2ccccc2F)CC1	0.1%	0.8%	1%	1.7%	0.7%	6	2	-6.4%	10%	i
Cc1cc(C)n(CCC(=O)N2CCN(S(=O)(=O)c3ccc(C)c(C)c3)CC2)n1	0.1%	.	-18%	1.9%	0.7%	.	.	.	9%	.
CC(=O)CCc1oc2ccc(C)cc2c1-c1ccccc1	0.2%	.	2%	.	-0.3%	.	.	.	2%	i
CC(=O)n1nc(-c2ccccc2)nc1NCc1cccs1	0.6%	0.6%	1%	0.9%	-0.2%	-6	-14	-4.1%	8%	i
COc1ccc(C(c2nnnn2C2CCCC2)N2CCN(c3ccccc3)CC2)cc1 (stereo unspecified)	-2.7%	0.5%	-6%	2.5%	-0.6%	29	5	1.9%	6%	i
O=C(NNc1nccc(C(F)(F)F)n1)Nc1cccc(Cl)c1	-0.1%	.	-3%	0.1%	-0.8%	.	.	.	11%	.
O=c1cccc(-c2ccc(Br)cc2)o1	3.5%	-0.5%	-1%	1.1%	0.0%	7	-5	-6.5%	13%	i
C/C(=C\c1ccc(C(=O)O)cc1)c1ccc2c(c1)C(C)(C)CCC2(C)C	2.3%	.	-7%	-3.8%	.	.	.	.	23%	.
CCN(CC)S(=O)(=O)c1ccc(-c2nnc(SCC(N)=O)n2CC)cc1	1.8%	-0.7%	1%	2.0%	0.1%	-2	-4	-7.0%	0%	i
N=c1c(C(=O)NCc2ccc(F)cc2)cc2c(=O)n3ccccc3nc2n1Cc1ccco1	0.4%	1.7%	3%	3.6%	.	-3	5	-5.0%	12%	.
CCOC(=O)C1CCN(C(=O)COc2ccc(Br)cc2)CC1	0.4%	-0.7%	1%	0.9%	2.2%	16	19	-6.8%	0%	i
Cc1ccc(S(=O)(=O)Nc2nc(C)c(C)s2)cc1	0.4%[50 µM]	.	-1%	2.1%	0.0%	.	.	.	11%	.
CCc1ccc(OCC(=O)NNC(=O)C2CCC2)cc1	0.5%[50 µM]	.	-4%	1.1%	.	.	.	.	4%	.
O=C(CCC(=O)c1ccc(Cl)cc1)OCC(=O)c1ccccc1	0.0%	-0.3%	-17%	0.6%	-0.4%	2	-37	-6.6%	15%	i
O=C(O)c1nc(-c2ccccc2)n(-c2cccc(C(F)(F)F)c2)n1	0.3%	-1.0%	0%	-1.5%	-0.6%	-11	0	-6.7%	3%	i
CCCCn1c(N)c(N(CCC(C)C)C(=O)C(C)N2C(=O)c3ccccc3C2=O)c(=O)[nH]c1=O (stereo unspecified)	0.3%[50 µM]	.	-10%	-0.6%	.	.	.	.	7%	.
O=C(/C(=C(\O)c1ccccc1)c1nc2ccccc2[nH]1)c1ccccc1	-0.8%	.	0%	0.7%	0.1%	.	.	.	16%	i
Cc1ccc(C(=O)Nc2sc(C)c(-c3ccccc3)c2C(N)=O)cc1[N+](=O)[O-]	2.1%	-3.9%	-2%	1.1%	1.0%	-2	-4	2.5%	-2%	i

(next part)
SMILES	UTI89 phage lysis	CSM14.1 death rescue	Dengue-2 NS5 capping	RSV antiviral HEp-2	West Nile virus CPE	WT yeast gro inh	WT yeast gro inh mutant strain	XIAP displacement	SV40 large T antigen	Yfh1-depleted yeast
Cc1ccc2c(c1)N(CC(=O)NC1CCCc3ccccc31)C(=O)CO2 (stereo unspecified)	-0.1%	-2.0%	-1%	0.4%	-0.8%	31	7	-6.4%	4%	i
O=S(=O)(NCCCc1ccccc1)c1ccc(F)c(F)c1	0.6%	.	-2%	2.4%	-0.5%	.	.	.	5%	.
Cn1c(=O)c2c(nc(Sc3ncnn3CC(=O)NC(C)(C)C)n2C)n(C)c1=O	-1.6%	-1.3%	-3%	0.3%	0.0%	28	8	-3.0%	6%	i
COc1ccc(S(=O)(=O)NC2CC(C)(C)NC(C)(C)C2)cc1	0.3%	.	-11%	0.4%	0.2%	.	.	.	18%	.
COc1ccc([N+](=O)[O-])cc1NS(=O)(=O)c1ccccc1	4.8%[50 µM]	-2.2%	5%	1.2%	-0.5%	-26	7	-7.2%	12%	i
O=C(Oc1ccccc1C(=O)Nc1ccccc1)c1ccc(Br)c([N+](=O)[O-])c1	0.1%	-3.8%	5%	-0.8%	-1.4%	26	28	-2.0%	-1%	i
OCCNc1nc(-c2ccccc2)c2ccccc2n1	-0.5%	1.6%	-7%	0.2%	.	4	-1	-3.4%	9%	.
O=C(O)C/C(=C\c1ccc(N2CCOCC2)c([N+](=O)[O-])c1)c1nc2ccccc2s1	-1.5%[50 µM]	.	7%	-0.9%	0.1%	.	.	.	28%	i
CCOC(=O)C/C(C)=N/NC(=O)C1CC1(c1ccccc1)c1ccccc1 (stereo unspecified)	2.3%	-1.2%	-12%	2.8%	-0.3%	6	-7	-4.7%	21%	i
Cc1ccc2nc(NCc3ccccc3)c(C#N)cc2c1	0.1%	.	1%	2.4%	0.2%	.	.	.	8%	i
Cc1ccc(C)c(NC(=O)C(C)CC2COCCO2)c1 (stereo unspecified)	0.4%	-3.6%	-6%	0.4%	-0.4%	-6	6	-4.3%	3%	i
COc1cc(NC(=O)c2cccs2)ccc1NC(=O)c1ccco1	1.2%	0.1%	-4%	1.6%	-0.1%	8	3	-3.2%	4%	i
COc1ccc(F)cc1CN1CCN(C(=O)CCC(=O)Nc2nnc(CC(C)C)s2)CC1	0.8%	.	-3%	7.2%	-1.1%	.	.	.	3%	.
